FBPA coupling cs: qHTS Assay for Inhibitors of Fructose-1,6-bisphosphate Aldolase from Giardia Lamblia: Coupling assay counterscreen | coupling enzyme system counterscreen, AmpLite Red fluorescence | activity change, negative = inhibition, % at 58.2 µM, hits read low | hit rate 0.67% among 290,000 | AID 2472, 2010; in the data active = activity change below about -30%
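Counterscreen of the coupled detection system alone, without aldolase: glyceraldehyde-3-phosphate coupling enzymes plus AmpLite Red readout. Compounds at 57.5 uM final, 10 min RT preincubation, 20 min RT reaction, fluorescence 525/598 nm.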
GALK inhibitor: qHTS Assay for Inhibitors of Human Galactokinase (GALK). AID 1868, 2009. Potency, µM (doses to about 57.5 µM), for inactives: at the top dose activity change, negative = inhibition, actives largely listed as inhibitors. Purified GALK, Kinase-Glo residual ATP luminescence. hit rate 0.007% among 270,000. P51570; note: potency is the fitted concentration of half-maximal effect
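Galactose (100 uM) and ATP (35 uM) were turned over by 5 nM GALK for 1 h at RT. Kinase-Glo Plus then converted the remaining ATP into a luminescent signal.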
uPA surface inh: qHTS for Inhibitors of Cell Surface uPA Generation. AID 540303, 2011. cell surface uPA generation assay, qHTS. Potency, µM (titrated, usually from 38.3 µM), inactives show top-dose activity change, negative = inhibition, most hits filed as inhibitors. hit rate 0.31% among 330,000; active = well fitted inhibition curve with a large enough effect; inconclusive = small, poorly fitted or top-dose-only effect; inactive = no such curve, though single readings can be large or run the other way; tested in mouse RAW 264.7 cells; note: potency is the fitted concentration of half-maximal effect; nearly all actives have a fitted effect of over 55% in size
B2AR arrestin: qHTS assay of beta-arrestin-biased ligands of beta2-adrenergic receptor; Beta-2 adrenergic receptor (Homo sapiens), P07550; beta-arrestin recruitment to beta2AR, cell-based reporter; Potency, µM (series often up to 46.1 µM), without a hit: at the highest dose activation, hits mostly activators; hit rate 0.02% among 330,000;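 note: potency is the fitted concentration of half-maximal effect; 0% = DMSO controls and full agonism = EC100 isoproterenol or metaproterenol; nearly all actives have a fitted effect of over 65% in size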
USP2a block: qHTS Assay for Inhibitors of Ubiquitin-specific Protease USP2a Using CHOP2 as the Reporter | USP2 core, Ub-CHOP2 coupled fluorogenic reporter, 485/531 | Potency, µM (top dose mostly 38.3 µM), for inactives: top-dose activity change, negative = inhibition, usual class: inhibitors | hit rate 0.01% among 330,000 | AID 463254, 2010;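 note: potency is the fitted concentration of half-maximal effect; plate controls were DMSO wells for no effect and full inhibition by NEM control for full effect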
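USP2 core (10nM final) preincubated 30min RT with compound in 20mM Tris-HCl pH 8.0, 2mM CaCl2, 2mM beta-mercaptoethanol, 0.05% CHAPS; 25nM Ub-CHOP2 plus 25nM reporter substrate added, fluorescence (Ex485/Em531) read after 60min.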
BCR signal inh: qHTS Assay to Find Inhibitors of Chronic Active B-Cell Receptor Signaling. hit rate 0.05% among 340,000. ABC-DLBCL IkBa-CBG/CBR reporter, luminescence ratio, 4 h. Potency, µM (series often up to 46.1 µM), for inactives: at the highest dose ratio change, negative = lower green/red ratio, hits mostly inhibitors; active = well fitted inhibition curve with a large enough effect in the signal ratio, with a control signal flat, not every such curve was filed as active; inconclusive = small, poorly fitted or top-dose-only effect, or effect the other way, or a change in a side signal; the % refers to the signal ratio;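 note: potency is the fitted concentration of half-maximal effect; plate controls were basal doxycycline-induced cells for no effect and cells given 10 µM MG132 for full effect; MG132 reads +100%, hits lower the ratio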
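Doxycycline induced both beetle luciferases in TMD8 lymphoma cells; IKK-driven degradation limits the IkappaBalpha-fused green signal, while red luminescence normalises for cell number and nonspecific effects. Compounds tested up to 46 uM, 4 hrs.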
PKM2 activator: qHTS Assay for Activators of Human Muscle isoform 2 Pyruvate Kinase; Potency, µM (series often up to 57.5 µM), for inactives: at the top dose activation, actives largely listed as activators; purified PKM2, Kinase-Glo ATP luminescence, activation; response scale: 0% is enzyme alone, no compound; Pyruvate kinase PKM (Homo sapiens), P14618; hit rate 0.34% among 260,000; note: potency is the fitted concentration of half-maximal effect; nearly all actives have a fitted effect of over 55% in size
Target sequence (P14618 whole entry, looked up, canonical isoform): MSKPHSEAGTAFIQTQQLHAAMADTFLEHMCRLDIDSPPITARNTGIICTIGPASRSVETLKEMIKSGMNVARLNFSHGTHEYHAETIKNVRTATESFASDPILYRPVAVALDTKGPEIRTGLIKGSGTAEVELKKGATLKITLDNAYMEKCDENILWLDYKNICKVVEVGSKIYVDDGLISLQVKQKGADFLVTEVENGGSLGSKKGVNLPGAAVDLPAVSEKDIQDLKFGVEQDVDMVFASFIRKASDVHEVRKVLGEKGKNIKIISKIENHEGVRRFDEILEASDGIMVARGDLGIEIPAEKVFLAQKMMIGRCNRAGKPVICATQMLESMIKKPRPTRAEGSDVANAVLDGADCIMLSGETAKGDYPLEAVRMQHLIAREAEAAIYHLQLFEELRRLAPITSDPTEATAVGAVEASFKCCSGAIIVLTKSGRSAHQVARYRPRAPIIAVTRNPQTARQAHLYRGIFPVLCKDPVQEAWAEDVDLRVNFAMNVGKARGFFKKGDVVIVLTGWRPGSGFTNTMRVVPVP
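hPK-M2, >95% pure; 0.1 mM ADP / 0.5 mM PEP final; imidazole pH7.2 buffer w/ 7 mM MgCl2, 50 mM KCl; 1 h RT; Kinase-Glo lum. Intermediate enzyme activity for dual inhibitor/activator qHTS.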
Eya2 inh: qHTS Assay for Inhibitors of the Phosphatase Activity of Eya2; Potency, µM (doses to about 76.9 µM), without a hit: at the highest dose activity, negative = inhibition, most hits filed as inhibitors; AID 488837, 2010; hit rate 0.006% among 330,000; recombinant Eya2, OMFP fluorescence dephosphorylation (OMFP is methylfluorescein phosphate); Protein phosphatase EYA2 (Homo sapiens), O00167; note: potency is the fitted concentration of half-maximal effect
Target sequence (O00167 whole entry, looked up): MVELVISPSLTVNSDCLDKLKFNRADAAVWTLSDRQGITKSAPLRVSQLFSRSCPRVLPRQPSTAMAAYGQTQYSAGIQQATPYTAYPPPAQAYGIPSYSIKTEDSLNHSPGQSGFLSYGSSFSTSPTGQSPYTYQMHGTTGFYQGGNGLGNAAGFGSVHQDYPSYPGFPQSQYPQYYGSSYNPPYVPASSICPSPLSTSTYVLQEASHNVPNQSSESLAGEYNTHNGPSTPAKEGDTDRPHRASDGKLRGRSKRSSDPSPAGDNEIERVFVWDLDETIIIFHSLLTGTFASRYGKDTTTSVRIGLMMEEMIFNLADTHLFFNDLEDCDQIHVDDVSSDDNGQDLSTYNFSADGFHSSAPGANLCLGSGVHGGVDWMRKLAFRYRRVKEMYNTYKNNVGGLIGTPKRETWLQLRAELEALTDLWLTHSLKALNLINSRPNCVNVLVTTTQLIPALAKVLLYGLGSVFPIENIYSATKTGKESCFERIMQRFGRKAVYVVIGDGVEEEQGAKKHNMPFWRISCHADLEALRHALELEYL
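Eya2 protein (added as 0.2 uM solution) was preincubated with compound for 10 min at ambient temperature in 50 mM HEPES pH 7.5, 50 mM NaCl, 5 uM MgCl2, 0.05% BSA, 1 mM DTT. OMFP (added at 50 uM) then reacted 10 min; fluorescence read at 485/525 nm.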
KCNH2 3.1 block: qHTS for Inhibitors of KCHN2 3.1: Mutant qHTS. Potassium voltage-gated channel subfamily H member 2, brain isoform KCNH2 3.1 (human). U2OS KCNH2 3.1, thallium flux FluxOr; hits give low values. activity change, % (tested at about 1.8 µM). hit rate 0.95% among 340,000. AID 720553, 2013;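 active = maximum activity change below -70%; inconclusive = maximum activity change from -70% to -50%; inactive = maximum activity change above -50%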;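 note: thallium influx rate constant from kinetic fluorescence after stimulation buffer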
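Virally transduced U2OS (3.1 isoform, 4 h infection in dark at RT) → overnight 37 C → FluxOr + Red40 in HBSS/HEPES, 45 min → stimulation buffer, 2 min kinetic read → rate constant vs DMSO controls.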
hERG WT inh: qHTS for Inhibitors of KCHN2 3.1: Wildtype qHTS; Voltage-gated inwardly rectifying potassium channel KCNH2 (Homo sapiens), Q12809; U2OS, BacMam KCNH2, thallium flux FluxOr; hits give low values; activity change, % at 1.84 µM; hit rate 0.37% among 340,000;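 active = maximum activity change below -70%; inconclusive = maximum activity change between -70% and -50%; inactive = maximum activity change above -50%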
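U2OS cells were transduced with wild-type KCNH2 virus (2.03 x 10^8 / mL) for 4 h at room temperature, then cultured overnight at 37 C. Thallium flux was read with FluxOr dye. Rate constants were normalized to DMSO controls.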
Giardia kill: Small Molecules that selectively kill Giardia lamblia: qHTS | Giardia lamblia trophozoite viability | hit rate 0.15% among 340,000 | activity change, % at 7.66 µM, hits read low; in the data active = activity change below about -80%; inconclusive = between about -30% and that limit;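 note: parasites exposed to compound for two days anaerobically before the ATP read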
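Giardia lamblia trophozoites (100 cells/well) were incubated with compounds for 48 h at 37 deg C under anaerobic conditions. Viability was read as ATP content by one-step luminescence after 15-30 min at room temperature.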
* marks the source's active call; other numbers are inactive results; i = inactive; ? = inconclusive; . = no result given. Unless noted, calls come from the whole dose curve; as a rule, active = well fitted curve in the direction sought with a large enough effect; inconclusive = small, poorly fitted or top-dose-only effect, or another doubt; inactive = no such curve, though single readings can be large; an effect the other way counts as inactive or inconclusive. Unless noted, % is set by controls: 0 for no effect and ±100 for the full control effect. The list is partial (hit frequency here may not be typical).

SMILES	FBPA coupling cs	GALK inhibitor	uPA surface inh	B2AR arrestin	USP2a block	BCR signal inh	PKM2 activator	Eya2 inh	KCNH2 3.1 block	hERG WT inh	Giardia kill
COCCCn1c(-c2ccc(OC)cc2)cc(C(=O)NC2CCCCCCC2)c1C	-4	-1%	-15%	-1.6%	-4%	?	3%	-7%	-13	-2	-14
CCOC(=O)C1C2NC(=O)N(Cc3ccccc3)C1(C)Oc1c(OC)cccc12 (centres undefined)	-1	-2%	?	1.0%	-7%	5%	16%	-7%	-6	-31	-9
CC(=O)c1cn(Cc2ccccc2F)c2ccccc12	4	-1%	?	0.5%	1%	?	0%	-15%	-3	-5	6
Cc1ccc(N(C)C(=O)Oc2cccc3cccnc23)cc1	-1	-1%	2%	0.0%	0%	?	8%	-26%	-12	0	5
COC1=C(OC)[C@]23CCc4ccc(OC)c(OC)c4[C@]2(CCN3C)CC1=O	.	.	?	-0.2%	0%	3%	.	3%	-3	-9	20
c1ccc2[nH]c(CCNC3CCCCC3)nc2c1	-2	0%	-5%	-0.2%	-16%	-2%	1%	6%	25	9	-5
CCOC(=O)c1c(C=O)c2ccccc2n1Cc1ccccc1F	8	.	-1%	4.3%	-8%	1%	.	-19%	-10	2	1
O=[N+]([O-])c1ccc(N2CCNCC2)c2ncccc12	-2	-2%	.	-0.2%	1%	?	-14%	21%	.	.	.
CCc1cc2c(s1)NC(=O)CN=C2c1cccs1	14	3%	-11%	-0.6%	0%	-10%	19%	-14%	-15	-3	-13
N#CCCn1cc(C(=O)NCc2ccccc2)c(-c2ccccc2)n1	-18	1%	1%	-1.0%	-1%	-2%	-16%	2%	-2	1	5
N[C@@H](CCl)C(=O)O	.	.	4%	.	.	.	.	-1%	22	-15	8
CCC(=O)O[C@@H]1[C@@H](OC(C)=O)[C@@]2(O)C(C[C@H](O)C2(C)C)[C@](C)(O)[C@H]2CC[C@@H]3[C@@H](O)[C@]12C[C@@]3(C)O (some centres undefined)	2	.	11%	-1.3%	1%	5%	-3%	7%	3	7	7
CN(C)/C=C1/C(=O)NC(=O)N(CCNc2ncc(C(F)(F)F)cc2Cl)C1=O	10	1%	-1%	0.4%	0%	-2%	1%	9%	-10	2	?
CCN1C(=O)C(=C2C=C(C)N(Cc3ccco3)C(C)=C2)C(=O)N(CC)C1=S	1	10%	-1%	-0.6%	1%	5%	-1%	23%	4	i	-12
COc1ccc(-n2c(O)c(C(C)=NCCc3c[nH]c4ccccc34)c(=O)[nH]c2=O)cc1	0	-4%	1%	0.2%	5%	0%	4%	5%	-8	-35	17
Fc1ccc(Cn2nnnc2CN2CCC(n3nnc4cc(C(F)(F)F)ccc43)CC2)cc1	-2	-2%	-2%	0.1%	12%	?	0%	?	-98*	-22	-4
O=C(Cc1ccccc1)NC(Cc1ccc(Cl)cc1)C(=O)O (centres undefined)	1	-1%	2%	-0.7%	1%	?	-1%	-1%	2	-1	-10
CC1=NN(C(=O)c2ccoc2C)C(O)(C(F)(F)F)C1 (centres undefined)	0	-1%	1%	-0.1%	-1%	?	6%	20%	-3	-5	-9
CC(=O)O[C@H]1C(=O)[C@@]2(C)C([C@H](OC(=O)c3ccccc3)[C@]3(O)C[C@H](O)C(C)=C1C3(C)C)[C@]1(OC(C)=O)CO[C@@H]1C[C@H]2O (some centres undefined)	-1	.	?	-0.8%	1%	?	-9%	4%	10	-8	11
COc1cc(NC(=O)c2cccc(C)c2)ccc1NC(=O)c1cc2ccccc2o1	0	-1%	0%	-0.4%	5%	?	.	1%	-18	3	6
Cc1cc(N2C(=O)C3CCCN3C2c2sccc2C)no1 (centres undefined)	-1	2%	6%	-0.1%	2%	?	-1%	0%	3	5	3
O=C(Nc1cccc(C(F)(F)F)c1)Oc1ccccc1N1CCOCC1	1	-4%	7%	-0.5%	1%	?	-1%	-4%	-15	-16	-5
CCCCNC(=O)Nc1nc2ccc(CC)cc2s1	0	-4%	2%	0.0%	0%	?	0%	-3%	0	0	-2
C1CCC2S[C@H]3CCCCC3NC2C1 (some centres undefined)	2	.	-5%	-0.8%	-1%	2%	-7%	-5%	2	-14	-29
CC(C(=O)N1CCC2(CC1)OCCO2)C1Sc2ccccc2NC1=O (centres undefined)	-1	-1%	-2%	-0.7%	2%	-2%	0%	23%	-8	13	4
Cc1cccc(NC(=O)N2CC3CC(C2)c2cccc(=O)n2C3)c1 (centres undefined)	.	-3%	10%	0.0%	1%	10%	-4%	-21%	6	20	-17
COC(=O)C1=C(c2ccc(OC)c(OC)c2)C[C@@H]2CC[C@H]1N2C(=O)NCc1cc(C)oc1C(F)(F)F	.	.	-2%	-1.0%	2%	5%	.	2%	-19	1	-18
CN(C)C=C1C(=O)N(C2CCCCC2)C(=O)N(C2CCCCC2)C1=O	3	1%	-2%	0.6%	-1%	-4%	-1%	7%	6	7	1
CC(=O)c1cccc(OCC(=O)N2CCN(CC(=O)Nc3cccc(F)c3)CC2)c1	.	.	5%	-0.1%	1%	?	.	-7%	-2	7	-8
O=C1NC(=O)C(=Cc2cc(Cl)ccc2OCc2ccc(C(=O)O)cc2)C(=O)N1	12	-1%	-9%	5.3%	-1%	?	2%	0%	3	-12	-5

Reformatted with two lines to a compound: part of the list above.
The line under a structure holds: FBPA coupling cs, GALK inhibitor, uPA surface inh, B2AR arrestin, USP2a block, BCR signal inh, PKM2 activator, Eya2 inh, KCNH2 3.1 block, hERG WT inh, Giardia kill
- CC(=O)O[C@H]1C(=O)[C@@]2(C)C([C@H](OC(=O)c3ccccc3)[C@]3(O)C[C@H](O)C(C)=C1C3(C)C)[C@]1(OC(C)=O)CO[C@@H]1C[C@H]2O (some centres undefined)
    -1, ., ?, -0.8%, 1%, ?, -9%, 4%, 10, -8, 11
- COc1cc(NC(=O)c2cccc(C)c2)ccc1NC(=O)c1cc2ccccc2o1
    0, -1%, 0%, -0.4%, 5%, ?, ., 1%, -18, 3, 6
- Cc1cc(N2C(=O)C3CCCN3C2c2sccc2C)no1 (centres undefined)
    -1, 2%, 6%, -0.1%, 2%, ?, -1%, 0%, 3, 5, 3

(cont.)
SMILES	FBPA coupling cs	GALK inhibitor	uPA surface inh	B2AR arrestin	USP2a block	BCR signal inh	PKM2 activator	Eya2 inh	KCNH2 3.1 block	hERG WT inh	Giardia kill
CN1c2ccc([N+](=O)[O-])cc2CC2(C(=O)NC(=O)N(c3ccccc3)C2=O)C1c1ccccc1 (centres undefined)	9	0%	5%	-0.4%	-1%	-5%	5%	-11%	14	18	11
O=c1c2cc(Br)ccc2[nH]c(=S)n1-c1ccccc1	2	7%	1%	-0.2%	3%	-9%	-7%	3%	6	-8	16
Cc1cc(=O)oc2cc(OCC(=O)N3CCC(C(=O)O)(c4ccccc4)CC3)ccc12	2	.	-1%	7.0%	1%	7%	-10%	16%	-1	0	-12
OCCCCO	.	.	27%	0.4%	1%	0%	.	16%	-26	6	?
Cc1cccc(CN2CCCN(Cc3ccc(Cl)cc3)S2(=O)=O)c1	-3	.	-11%	0.0%	-5%	-12%	.	?	3	5	-19
O=C1OCCN1P(=O)(c1ccccc1)c1ccccc1	1	0%	-4%	0.4%	4%	-1%	1%	6%	-8	0	7
O=C(c1cccn2c(=O)c3cc(Br)ccc3nc12)N1CCC2(CC1)OCCO2	1	1%	.	-1.3%	-4%	?	1%	11%	-2	-7	-7
O=P(O)(O)/C=C(\Cl)c1ccccc1	3	0%	-3%	0.1%	3%	-4%	-3%	-10%	8	-2	19
C[C@]12C[C@@H](O)[C@H](O)CC1=CCC1C2CC[C@@]2(C)C1CC[C@@H]2O (some centres undefined)	.	.	-6%	-0.3%	2%	-3%	.	-13%	15	-1	-1

Pulled by structure from the entries so far, 2 records:
SMILES	FBPA coupling cs	GALK inhibitor	uPA surface inh	B2AR arrestin	USP2a block	BCR signal inh	PKM2 activator	Eya2 inh	KCNH2 3.1 block	hERG WT inh	Giardia kill
C[C@]12C[C@@H](O)[C@H](O)CC1=CCC1C2CC[C@@]2(C)C1CC[C@@H]2O (some centres undefined)	.	.	-6%	-0.3%	2%	-3%	.	-13%	15	-1	-1
CN1c2ccc([N+](=O)[O-])cc2CC2(C(=O)NC(=O)N(c3ccccc3)C2=O)C1c1ccccc1 (centres undefined)	9	0%	5%	-0.4%	-1%	-5%	5%	-11%	14	18	11
